Assay outcomes deposited in PubChem BioAssay by Broad Institute.
CASP6 VEID inh: blocks human caspase-6 cleavage activity; P55212; purified caspase-6, Z-VEID-R110 cleavage fluorescence; inhibition, % at 12.5 µM; actives 0.53% (n = 350,000); AID 686996;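 active means mean inhibition across replicates at least about 35%, with every replicate also reaching that limit, limit read from the data; inconclusive means only one of the two criteria met; inactive means neither criterion met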;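 further: 0% = median of neutral control wells and 100% = no fluorescence left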
Target sequence (P55212 24-179 limits assumed): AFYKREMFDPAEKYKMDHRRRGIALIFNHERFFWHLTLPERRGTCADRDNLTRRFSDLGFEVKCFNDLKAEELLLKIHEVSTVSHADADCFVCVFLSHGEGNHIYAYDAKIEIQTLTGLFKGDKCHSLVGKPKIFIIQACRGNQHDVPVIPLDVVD
Target sequence (P55212 194-293 limits assumed): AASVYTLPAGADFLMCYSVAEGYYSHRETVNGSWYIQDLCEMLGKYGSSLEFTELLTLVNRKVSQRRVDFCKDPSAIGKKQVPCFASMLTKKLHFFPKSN
DENV2 CPE rescue: DENV2-induced cell death inhibition | DENV2-infected cells, cytopathic effect rescue, plate reader | CPE inhibition, % at 9.99 µM | actives 1.7% (n = 350,000) | AID 651640; in the data active means CPE inhibition above about 20%, passing the limit was not always enough; inconclusive means no clear call, values can overlap the other calls; tested in BHK-21 cells;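 further: 0% = median of neutral control wells and 100% = median of positive control wells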
CFTR F508del cor: correctors of CFTR F508del function in bronchial epithelial cells | CFBE cells, YFP halide quenching; stimulated with forskolin plus potentiator P3; % fluorescence drop versus neutral controls | activity (quench increase), % at 7.58 µM | actives 0.36% (n = 350,000) | AID 720511;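 active means mean added fluorescence quench of at least 8% versus neutral control, with both replicates also reaching 8%; inconclusive means only one of the mean or replicate conditions met; inactive means mean below 8% and not both replicates reaching 8%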;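 further: cells transiently co-express mutant CFTR-F508del with the halide-sensitive YFP; corrector assay measuring rescue of mutant channel to the surface after 24 h compound exposure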
ERp5 block: ERp5 (human) disulfide isomerase inhibition | actives 0.05% (n = 350,000) | AID 651711 | Q15084 | ERp5 insulin aggregation, absorbance 650 nm, 90 min | inhibition, % at 9.99 µM;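 active means mean replicate inhibition above about 25%, with every replicate also reaching it, limit read from the data, passing the limit was not always enough; inconclusive means only one of those two criteria met; inactive means neither criterion met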
Target sequence (Q15084 whole entry, looked up): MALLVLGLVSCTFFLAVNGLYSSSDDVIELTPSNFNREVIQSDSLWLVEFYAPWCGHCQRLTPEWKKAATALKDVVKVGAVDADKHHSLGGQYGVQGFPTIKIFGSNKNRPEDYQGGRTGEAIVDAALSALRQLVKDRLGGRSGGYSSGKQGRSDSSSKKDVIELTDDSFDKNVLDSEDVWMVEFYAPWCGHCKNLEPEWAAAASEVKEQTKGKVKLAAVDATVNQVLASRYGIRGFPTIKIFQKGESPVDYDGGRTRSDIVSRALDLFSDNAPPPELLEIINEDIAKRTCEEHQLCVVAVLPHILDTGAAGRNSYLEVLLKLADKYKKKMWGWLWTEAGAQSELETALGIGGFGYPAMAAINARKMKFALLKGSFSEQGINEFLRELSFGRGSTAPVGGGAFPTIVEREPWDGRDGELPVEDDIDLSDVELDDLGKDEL
miR-122 sensor: inhibitors of miR-122 in Huh7 cells | actives 0.3% (n = 340,000) | activation (reporter increase), % at 12.5 µM | Huh7 miR-122 Renilla luciferase sensor, 48 h; neutral wells = 0, positive control = 100;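 active means mean replicate activation score at least 90 and every replicate individually at or above 90; inconclusive means only one of the two criteria met; inactive means neither criterion met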;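 further: higher luciferase means less miR-122 activity so hits act as miR-122 inhibitors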
ERAP1 HTS inh: ERAP1 (human) enzyme inhibition; recombinant ERAP1, Leu-AMC fluorescence, 60 min; inhibition, % at 10.7 µM; actives 0.15% (n = 340,000);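 active means mean replicate inhibition of at least 30%, or all replicates individually reaching that 30% level; inactive means mean below 30% and not every replicate reaching it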;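 further: 0% = neutral control wells and 100% = L-leucinethiol positive control wells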
SIRT5 inh: sirtuin-5 (human) deacylase inhibition; Purified SirT5, succinyl-peptide AMC, trypsin-coupled fluorescence; inhibition, % at 15 µM; actives 1.1% (n = 330,000); in the data active means inhibition above about 15%; inconclusive means no clear call, values can overlap the other calls
Target sequence (Q9NXA8 whole entry, looked up): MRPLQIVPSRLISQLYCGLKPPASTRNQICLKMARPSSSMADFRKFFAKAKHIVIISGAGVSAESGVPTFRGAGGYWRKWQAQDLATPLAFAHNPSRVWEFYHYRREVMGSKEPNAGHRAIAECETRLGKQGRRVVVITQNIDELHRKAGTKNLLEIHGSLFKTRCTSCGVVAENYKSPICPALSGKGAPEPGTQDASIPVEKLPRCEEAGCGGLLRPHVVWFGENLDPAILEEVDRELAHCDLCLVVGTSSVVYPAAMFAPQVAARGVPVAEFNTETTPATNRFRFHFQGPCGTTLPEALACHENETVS
The depositor's hits bear a star; ? = inconclusive; nt = not tested or not shown; & = joins results of further samples; ! = a repeat was not active; [ ] = another dose, or the depositor's remark.

SMILES	CASP6 VEID inh	DENV2 CPE rescue	CFTR F508del cor	ERp5 block	miR-122 sensor	ERAP1 HTS inh	SIRT5 inh
CC(OC(=O)c1ccccc1C(=O)N(C)Cc1ccccc1)C(=O)NC1(C#N)CCCCC1 (configuration not stated)	3	?	-0.7	3	19	1	0
CCCCCn1cnc2sc(CC)cc2c1=O	0	-12	-2.6	5	-8	1	-3
O=C(C[C@@H]1C[C@H]2c3cc(NC(=O)C4CCOCC4)ccc3O[C@H]2[C@H](CO)O1)NC1CCCC1	-2	12	-2.9	3	-1[16.7 µM]	-2	8
CC(=O)NC(c1ccccc1)c1nc(-c2cccc(C(F)(F)F)c2)cs1 (configuration not stated)	-1	5	-4.1	3	-4	-2	nt
O=c1c(-c2ccc(O)cc2)coc2cc(O)cc(O)c12	-1	2	3.4	3	-7	-2	2
O=C(NCC[C@H]1CC[C@@H](NC(=O)c2ccccc2F)[C@H](CO)O1)c1cnccn1	-1	0	-0.2	-2	nt	3	-4
OC(COc1ccc(Cl)cc1)CN1CCN(c2ccccc2)CC1 (configuration not stated)	5	-2	-0.8	5	3	3	-4
COc1cc(OC)c(C(=O)OCC(=O)NCCC2=CCCCC2)cc1OC	-3	10	3.5	2	-1	-1	-5
CC1CN(C(=O)COC(=O)c2ccccc2O)CC(C)O1 (configuration not stated)	0	?	1.5	-4	-7	-3	0
CC(C)NC(=O)Nc1ccc2c(c1)C(=O)N([C@@H](C)CO)C[C@H](C)[C@@H](CN(C)S(=O)(=O)c1ccc(F)cc1)O2	0	4	-0.8	-2	4[16.7 µM]	-1	4
COc1cc(=O)n(C)c2c(O)cccc12	15	-13	-5.3	2	-3	nt	nt
C=CCNC(=O)CN1CCC(O)(c2ccc(F)cc2)CC1	2	8	-0.4	0	nt	1	-1
CCCNC(=O)N1C[C@@H](O)COC[C@H]2O[C@H](CC(=O)N3CCC(Cc4ccccc4)CC3)CC[C@@H]21	2	-4	-2.1	1	-8[16.7 µM]	-2	0
O=C(Nc1ccccc1)n1cc(-c2ccccn2)c(N2CCOCC2)n1	-2	?	-1.3	0	nt	6	1
CCCCC[C@H](C)N1C[C@@H](COCc2ccccc2)Oc2cc(N3CCC[C@@H]3COC)ccc2S1(=O)=O	-5	-7	2.3	-1	nt	nt	1
C[C@H](CO)N1C[C@H](C)[C@@H](CN(C)S(=O)(=O)c2ccccc2C#N)OCc2cn(nn2)CCCC1=O	3&-3	0&-5	2.7&-1.8	-6	-4	-2&2	-4
Cc1cnc(NC(=O)c2ccc3ncsc3c2)s1	9	6	3.4	5	nt	-4	-14
Cc1cc(NS(=O)(=O)c2ccc(NC(=O)COc3ccc(Cl)c(C)c3)cc2)no1	4	-5	1.3	-2	20	-3	-2
C[C@@H]1CN([C@@H](C)CO)C(=O)Cc2cc(NC(=O)c3ccncc3)ccc2O[C@@H]1CN(C)Cc1ccc(Cl)c(Cl)c1	-2	12	5.2	0	-12[16.7 µM]	-3	6
CN(Cc1ccc(OC(F)F)cc1)C(=O)C1CCN(S(=O)(=O)c2ccc3c(c2)OCCO3)CC1	-2	3	0.3	0	3	-2	-3
C[C@@H]1CN([C@H](C)CO)S(=O)(=O)c2ccc(C3=CCCC3)cc2O[C@@H]1CN(C)C(=O)c1cccnc1	-5	-4	4.2	0	-12[16.7 µM]	-1	-1
COc1ccc(NC(=O)N[C@@H]2CC[C@H](CCNC(=O)Nc3cc(F)ccc3F)O[C@H]2CO)cc1	-124	-6	-2.7	-3	nt	-1	-4
CSC1=NN(c2ccccc2)CN(c2ccccc2)N1C	0	-6	nt	1	nt	-4	-3
CC(=O)N1c2ccc(S(=O)(=O)N3CCCC(C(=O)NC4CCCC(C)C4C)C3)cc2CC1C (configuration not stated)	2	?	-1.4	-2	-5	-1	1
O=C1CN(C(=O)c2cccc(S(=O)(=O)N3CCCC3)c2)c2ccccc2N1	-2	-3	1.3	-7	0	1	7
O=C(CCC(=O)N/N=C/c1ccc(Br)o1)N/N=C/c1ccc(Br)o1	32	-6	-1.1	3	nt	3	-2
O=C1C=C(NC2CCCCC2)CCC1	-8	-13	0.5	1	nt	-3	-3
O=C(Nc1cccc(F)c1)N1CCCCN2[C@H](CO)[C@@H](c3ccc(C#Cc4cccnc4)cc3)[C@@H]2C1	2	-18	4.6	2	-5[16.7 µM]	-2	5
CC1(C)C[C@@H](O)CC2(C1)C[C@]1(C)CC(O)[C@H]2C(C)(C)C1 (some centres not stated)	-1	-1	-0.8	?	2	nt	1
C[C@@H]1CN([C@H](C)CO)C(=O)Cc2cc(NS(C)(=O)=O)ccc2O[C@@H]1CN(C)Cc1ccc(Cl)c(Cl)c1	1	-8	2.9	-9	-5[16.7 µM]	1	5
NNC(=O)c1nc2ccccc2s1	1	10	0.0	9	7	-1	-2
Cc1c(C(=O)NCc2cccc(C(F)(F)F)c2)sc(=O)n1Cc1ccccc1F	4	9	-0.8	8	nt	nt	nt
CCCCCCn1cc(CN2CC(N3CCN(Cc4cccc(C)c4)CC3)CS2(=O)=O)nn1 (configuration not stated)	-3	-2	4.3	5	nt	nt	2
CCOC(=O)c1cccc(OS(=O)(=O)Cc2ccccc2)c1	1	2	0.1	2	-2	1	1
Cc1cnc(C)c(N2CCN(C(=O)C3CCC(=O)N(CCc4cccc(F)c4)C3)CC2)n1 (configuration not stated)	-2	6	4.4	0	nt	-5	-3
Cc1ccc(C)c(S(=O)(=O)N(C)Cc2cccs2)c1	0	?	-1.8	-3	15	2	-7
COc1ccc(CN(C(=O)CNC(=O)c2ccco2)C(C(=O)NCC2CCCO2)c2ccc(OC)c(OC)c2)cc1 (configuration not stated)	0	4	0.8	5	nt	2	-7
CCCNC(=O)Nc1ccc2c(c1)C(=O)N(C)C[C@H](OC)[C@@H](C)CN(Cc1cccnc1)[C@H](C)CO2	-2	-4	-3.1	-4	nt	4	2
C#CCNC(=O)C[C@@H]1C[C@@]2(C(=O)OC)CCCCC=C2N(Cc2ccccc2)C1=O	-1	?	-3.2	-1	nt	nt	-1
O=C(c1ccc(-n2cncn2)c2ccoc12)N1CCOCC1	1	-4	-1.1	4	0	-1	-4
CCS(=O)(=O)N1[C@H](CO)[C@@H](c2ccccc2C2=CCCCC2)[C@@H]1C#N	0	1	-1.3	-5	nt	1	-1
Nc1ccc(S(=O)(=O)c2ccc(N3CCOCC3)c(N)c2)cc1	0	6	-1.3	-2	7	2	-4
C[C@@H]1CN([C@H](C)CO)S(=O)(=O)c2ccc(C#CCN(C)C)cc2O[C@H]1CN(C)CC1CCCC1	-1	-1	-2.0	0	31[16.7 µM]	-1	5
CCC(O)c1c(-c2ccccc2)nn(C)c1Cl (configuration not stated)	-3	2	3.4	4	nt	4	12
CCOC(=O)c1oc2ccccc2c1COC(=O)CNC(=O)c1ccccc1F	6	7	0.6	-3	-4	-5	nt
CCC(=O)Nc1ccc2c(c1)OC[C@H](C)N(CC1CCOCC1)C[C@@H](C)[C@@H](OC)CN(C)C2=O	3	-5	0.3	-3	-8[16.7 µM]	-2	3
COc1ccccc1S(=O)(=O)N1C[C@@H]2N[C@H](C1)C2c1ccc(-c2cccc(C)c2)cc1 (some centres not stated)	1&-2	3&6	0.2&0.8	-1&-3	nt	6&4	16*!
COCCN(C(=O)COC(=O)CSc1ccc(Cl)cc1)c1c(N)n(Cc2ccccc2)c(=O)[nH]c1=O	1	-5	-0.2	1	nt	3	-1
C[C@H]1CN([C@@H](C)CO)S(=O)(=O)c2ccc(Br)cc2O[C@@H]1CN(C)C(=O)Cc1ccccc1	3&1	-2&5	-1.8&3.0	3&7	47	0&-5	2&-4
COc1ccccc1N1CCN(C(c2cccs2)C(C)NC(=O)c2ccncc2)CC1 (configuration not stated)	4	0	2.0	0	1	3	3

Arranged by molar mass (highest first): part of the list above
SMILES	CASP6 VEID inh	DENV2 CPE rescue	CFTR F508del cor	ERp5 block	miR-122 sensor	ERAP1 HTS inh	SIRT5 inh
COc1ccccc1S(=O)(=O)N1C[C@@H]2N[C@H](C1)C2c1ccc(-c2cccc(C)c2)cc1 (some centres not stated)	1&-2	3&6	0.2&0.8	-1&-3	nt	6&4	16*!
Cc1c(C(=O)NCc2cccc(C(F)(F)F)c2)sc(=O)n1Cc1ccccc1F	4	9	-0.8	8	nt	nt	nt
O=C(c1ccc(-n2cncn2)c2ccoc12)N1CCOCC1	1	-4	-1.1	4	0	-1	-4

New compounds follow:
SMILES	CASP6 VEID inh	DENV2 CPE rescue	CFTR F508del cor	ERp5 block	miR-122 sensor	ERAP1 HTS inh	SIRT5 inh
COCCNC(=O)/C(C#N)=C/c1c(N2CCN(c3cccc(Cl)c3)CC2)nc2c(C)cccn2c1=O	0	4	-2.6	3	7	-16	-4
O=C(C[C@@H]1CC[C@@H]2[C@H](COC[C@H](O)CN2Cc2ccc(F)cc2)O1)N1CCc2ccccc2C1	1	2	1.5	-6	-12[16.7 µM]	2	3
CC1CN(C(=O)COC(=O)c2c(Cl)cccc2Cl)CC(C)O1 (configuration not stated)	-9	nt	4.0	-4	nt	-1	0
CN(C)C(=O)c1cccc(-c2ccccc2[C@H]2[C@@H](C#N)N(C(=O)C3CCCCC3)[C@@H]2CO)c1	0	2	-0.3	-1	nt	-2	-1
CC(=O)Nc1ccc(NC(=O)CCn2nnc3ccccc32)cc1	3	2	-4.5	-1	-5	0	-2
Cc1ccc(NC(=O)c2ccc3c(c2)S(=O)(=O)c2ccccc2C3=O)cc1S(=O)(=O)N1CCOCC1	1	1	-2.7	6	-5	1	2
CCN(CC)C(=O)C1CCCN(Cc2nc(-c3cccs3)no2)C1 (configuration not stated)	-3	-4	-1.1	3	-8	nt	0
CC(C)c1cc(C(=O)N2CCCC(Nc3ccc(F)cc3)C2)nc(N)n1 (configuration not stated)	1	-6	2.5	4	1	-2	0
NS(=O)(=O)c1ccc(-c2ccc(/C=N/NC(=O)c3ccccc3O)o2)cc1	13	19	4.6	4	15	-2	-6
COc1ccc(C(=O)NNC(=O)CSc2nnc(-c3cccnc3)o2)cc1	0	9	0.0	-5	nt	-2	-3
O=C(CSc1nc2ncccc2[nH]1)Nc1ccc2c(c1)OCO2	1	16	0.0	1	-4	nt	-1
CN(C)CCNC(=O)/C(=C/c1cccc([N+](=O)[O-])c1)NC(=O)c1ccccc1	-7	8	nt	0	nt	-1	-2
CN(CCc1ccccc1)c1ccc([N+](=O)[O-])cn1	0	-8	2.0	2	-6	0	12
NC(=O)COC(=O)c1cccc(S(=O)(=O)N2CCCCC2)c1	1	nt	-2.4	2	nt	-2	-3
C[C@@H]1CN([C@@H](C)CO)S(=O)(=O)c2ccc(C3=CCCCC3)cc2O[C@H]1CN(C)Cc1cccnc1	0	2	2.1	2	nt	1	5
CSc1nc(S(=O)(=O)c2ccccc2)c(Cl)s1	3	nt	-1.5	0	nt	-2	-3
C[C@@H]1CN([C@@H](C)CO)C(=O)c2cc(-c3ccc(F)cc3)cnc2O[C@H]1CN(C)Cc1ccccn1	-1	10	0.3	0	4[16.7 µM]	2	?
COc1ccccc1NC(=O)N[C@H]1CC[C@@H](CC(=O)N[C@H](C)c2ccccc2)O[C@H]1CO	6	10	-0.9	9	nt	3	0
O=C(Nc1ccc(Cl)c(Cl)c1)c1cccnc1	1	7	-1.9	2	-3	-4	2
C[C@@H]1CN([C@H](C)CO)C(=O)Cc2cc(NC(=O)C3CC3)ccc2O[C@@H]1CN(C)Cc1ccc(C(F)(F)F)cc1	-3	2	4.7	0	2[16.7 µM]	-1	5
COc1ccc(S(=O)(=O)N2CCCCC2)cc1NC(=O)c1c(F)cccc1Cl	-1	3	1.3	2	7	1	-1
CC(C)NC(=O)N(C)C[C@H]1OCCCC[C@@H](C)Oc2ccc(NC(=O)NC3CCCCC3)cc2C(=O)N([C@H](C)CO)C[C@H]1C	1	-1	-1.5	2	4[16.7 µM]	2	2
CCC(=O)N1[C@H](C(=O)NCC2CC2)[C@@H](CO)[C@@H]2Cn3c(cccc3=O)[C@@H]21	-3	6	1.5	1	1[16.7 µM]	2	2
O=C(NCCc1ccccc1)c1ccc(CS(=O)(=O)c2ccc(Br)cc2)o1	4	-6	1.3	-4	nt	-1	0
